BoNT-F LC inh – blocks Botulinum neurotoxin F light chain protease; inhibition, % at 10 µM; Multiplex microsphere protease cleavage assay, flow cytometry; actives 0.22% (n = 360,000); AID 588497; in the data active means inhibition above about 35%, passing the limit was not always enough; inconclusive means no clear call, values can overlap the other calls; further: plate controls were buffer without enzyme for full effect and enzyme alone for no effect
MazEF act – MazEF (E. coli) toxin RNase activation | P0AE70 | activation, % at 20 µM | actives 0.32% (n = 350,000) | FAM/BHQ RNA-DNA oligo cleavage fluorescence, 5 h; in the data active means activation above about 50%
Target sequence (P0AE70 whole entry, looked up): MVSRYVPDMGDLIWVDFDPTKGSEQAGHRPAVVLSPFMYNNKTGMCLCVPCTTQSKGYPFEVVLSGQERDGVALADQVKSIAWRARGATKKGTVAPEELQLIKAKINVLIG
3CLpro inhibitor – SARS-CoV 3CLpro protease inhibition; recombinant SARS-CoV 3CLpro, quenched FRET peptide cleavage; inhibition, % at 6 µM; actives 0.14% (n = 290,000); in the data active means inhibition above about 12%
BoNT-A LC inh2 – BoNT A light chain protease inhibition; actives 0.17% (n = 360,000); inhibition, % at 10 µM; multiplex microsphere protease substrate cleavage, flow cytometry; further: plate controls were buffer without enzyme for full effect and enzyme alone for no effect
PrPC surface inh – cell surface PrPC inhibition, primary TR-FRET screen. inhibition, % at 13.8 µM. TR-FRET read-out. P04156. actives 0.43% (n = 370,000). AID 720596; in the data active means inhibition above about 24%; further: 0% = median of the test wells and 100% = reference compound wells
CCHF vOTU inh – blocks the CCHF virus ovarian tumor domain protease; CCHFV vOTU protease, Pep-AMC fluorescence; inhibition, % at 11.5 µM; actives 0.55% (n = 370,000); in the data active means inhibition above about 30%; further: 0% = vehicle wells with enzyme and 100% = no enzyme wells
VHR inh abs – blocks human VHR1 dual specificity phosphatase | inhibition, % at 13.3 µM | P51452 | recombinant VHR phosphatase, pNPP absorbance | actives 0.52% (n = 290,000) | AID 1654; in the data active means inhibition above about 50%; further: some compounds called inactive have numbers as strong as hits
Target sequence (P51452 whole entry, looked up): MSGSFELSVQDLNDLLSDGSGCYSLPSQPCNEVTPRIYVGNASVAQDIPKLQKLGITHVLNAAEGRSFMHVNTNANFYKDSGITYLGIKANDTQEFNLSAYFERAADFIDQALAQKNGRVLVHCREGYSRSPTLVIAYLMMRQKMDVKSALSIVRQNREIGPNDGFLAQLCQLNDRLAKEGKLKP
Anthrax LF prot – blocks Bacillus anthracis lethal factor protease. P15917. multiplex microsphere protease cleavage assay, LF. inhibition, % at 10 µM. actives 0.12% (n = 360,000); further: plate controls were buffer without enzyme for full effect and enzyme alone for no effect
Target sequence (P15917 whole entry, looked up): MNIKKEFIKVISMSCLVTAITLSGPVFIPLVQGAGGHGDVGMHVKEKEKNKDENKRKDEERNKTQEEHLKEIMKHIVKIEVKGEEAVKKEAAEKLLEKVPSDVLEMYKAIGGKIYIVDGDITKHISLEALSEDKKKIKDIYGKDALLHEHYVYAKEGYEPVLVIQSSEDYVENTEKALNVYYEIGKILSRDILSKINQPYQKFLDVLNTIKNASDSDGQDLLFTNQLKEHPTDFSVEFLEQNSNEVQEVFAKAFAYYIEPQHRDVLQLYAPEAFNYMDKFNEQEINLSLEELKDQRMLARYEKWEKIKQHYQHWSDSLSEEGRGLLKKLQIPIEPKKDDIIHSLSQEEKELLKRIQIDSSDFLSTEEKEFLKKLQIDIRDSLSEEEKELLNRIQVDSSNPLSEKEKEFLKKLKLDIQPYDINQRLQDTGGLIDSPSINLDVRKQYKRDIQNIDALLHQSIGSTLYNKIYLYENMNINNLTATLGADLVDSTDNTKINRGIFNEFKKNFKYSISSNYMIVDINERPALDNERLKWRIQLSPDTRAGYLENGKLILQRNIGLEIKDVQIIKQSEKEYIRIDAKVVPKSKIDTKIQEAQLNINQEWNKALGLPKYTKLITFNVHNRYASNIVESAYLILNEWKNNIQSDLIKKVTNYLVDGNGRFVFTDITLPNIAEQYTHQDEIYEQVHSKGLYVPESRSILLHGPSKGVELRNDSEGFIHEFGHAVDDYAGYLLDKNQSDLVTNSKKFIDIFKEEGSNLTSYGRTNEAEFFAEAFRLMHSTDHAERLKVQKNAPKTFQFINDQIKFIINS
Rv3671c protease – inhibitors of M. tuberculosis serine protease Rv3671c; P9WHR9; inhibition, % at 5.96 µM; actives 0.048% (n = 320,000); AID 2606; in the data active means inhibition above about 38%;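 further: extracellular domain of Rv3671c used as enzyme; 0% = enzyme with DMSO and 100% = no enzyme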
PriA SSB inh – K. pneumoniae PriA-SSBct interaction inhibition; actives 0.6% (n = 430,000); AID 1272365; inhibition, % at 33 µM; AlphaScreen SSBct-PriA binding, biotinylated peptide; in the data active means inhibition mostly above about 37%, no sharp cut-off; inactive means mostly below about 20%;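 further: plate controls were negative control peptide for no effect and reference peptide for full effect; strong numbers were not always called active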
* marks the source's active call; other numbers are inactive results; ? = inconclusive; . = no result given. Unless noted, no stated cut-off is given here; in the data, active means inhibition above about 30%; inconclusive means no clear call, values can overlap the other calls; inactive means below that.

SMILES	BoNT-F LC inh	MazEF act	3CLpro inhibitor	BoNT-A LC inh2	PrPC surface inh	CCHF vOTU inh	VHR inh abs	Anthrax LF prot	Rv3671c protease	PriA SSB inh
Cc1c(CN2CCN(c3cccc(C(F)(F)F)c3)CC2)c(=O)n(-c2ccccc2)n1C	2	3	-3	0.8	0	4	17	4	2	-6
O=S(=O)(Nc1ncccn1)c1ccc(-n2cnnn2)cc1	8	6	4	-0.8	4	1	17	-4	0	-1
Cc1nn(-c2ccccc2)c(Cl)c1/C=N/NC(=O)c1cccnc1	-5	0	1	-0.8	5	8	-2	0	2	.
O=C(NC1(C(=O)NC2CCCCC2)CCCCC1)c1ccc2c(c1)OCO2	8	8	2	-0.7	6	1	52*	0	6	-2
CCOCN(C(=O)Cn1c(CO)nc2ccccc21)c1c(C)cccc1CC	-2	0	0	-0.8	6	-4	-4	-2	3	-8
Oc1c(Br)cc(Br)cc1Br	-14	0	.	-1.6	8	6	.	-14	1	-6
CC1Cc2cccc3ccc(=O)n(c23)C1 (configuration not stated)	2	1	.	0.2	-3	-4	.	4	.	-7
O=C(Nc1ccc(F)cc1)Nn1cnnc1	3	-1	-5	3.7	1	-1	-10	4	2	4
CNc1ccccc(C(=O)/C=C/c2ccccc2OC)c1=O	0	-3	-2	16	-13	13	18	6	4	13
C=CCN1C(=O)C2(C(C(=O)OCC)=C(N)Oc3ccccc32)c2c1c1ccccc1oc2=O (configuration not stated)	2	-3	-1	-0.9	3	-5	7	-4	-13	-1

Part of the list above in order of formula weight, smallest number first.
SMILES	BoNT-F LC inh	MazEF act	3CLpro inhibitor	BoNT-A LC inh2	PrPC surface inh	CCHF vOTU inh	VHR inh abs	Anthrax LF prot	Rv3671c protease	PriA SSB inh
Oc1c(Br)cc(Br)cc1Br	-14	0	.	-1.6	8	6	.	-14	1	-6
Cc1nn(-c2ccccc2)c(Cl)c1/C=N/NC(=O)c1cccnc1	-5	0	1	-0.8	5	8	-2	0	2	.
O=C(NC1(C(=O)NC2CCCCC2)CCCCC1)c1ccc2c(c1)OCO2	8	8	2	-0.7	6	1	52*	0	6	-2
Cc1c(CN2CCN(c3cccc(C(F)(F)F)c3)CC2)c(=O)n(-c2ccccc2)n1C	2	3	-3	0.8	0	4	17	4	2	-6

(listing goes on)
SMILES	BoNT-F LC inh	MazEF act	3CLpro inhibitor	BoNT-A LC inh2	PrPC surface inh	CCHF vOTU inh	VHR inh abs	Anthrax LF prot	Rv3671c protease	PriA SSB inh
CCOC(=O)c1c(C)cc(=O)oc1C	18	3	-1	0.4	-3	9	-7	-2	2	-4
COC(=O)c1ccc([N+](=O)[O-])cc1N1C(=O)C2C3CCC(C3)C2C1=O (configuration not stated)	8	-4	-1	0.5	-23	-2	19	4	-6	-7
O=C(COC(=O)C1CCC(=O)N1)Nc1ccccc1OC(F)F (configuration not stated)	-13	-1	.	-0.2	3	10	.	-1	6	-6
S=C(NC1CCCCC1)N1CCN(C2CCCCC2)CC1	-3	8	-3	-0.8	-7	-12	26	-6	-2	14
N#Cc1c(N)nc2c(c1-c1ccc(F)cc1)CCC2	.	4	3	.	-4	-73	16	.	2	-4
Cc1ccc(S(=O)(=O)NCC2CCC(C(=O)NCc3cccnc3)CC2)cc1 (configuration not stated)	-4	-4	2	-0.7	-1	-13	-18	-2	0	-9
Nc1c(-c2ccc(Cl)cc2)cnn1-c1ccccc1	4	-1	-1	-5.4	-2	2	17	-1	-8	-14
Cc1ccnc(NS(=O)(=O)c2ccc(N3C(=O)c4c(Cl)c(Cl)c(Cl)c(Cl)c4C3=O)cc2)n1	-3	-5	-6	-0.6	-5	-9	10	-2	6	-5
CC(=O)Nc1cc(C(=O)OCC(=O)c2ccc(Cl)cc2Cl)ccc1C	4	-3	0	1.0	0	-5	30	-4	10	0
O=C(NCCc1ccccc1)C(=O)c1c(-c2ccccc2)[nH]c2ccccc12	-6	13	9	-0.7	-3	8	0	-2	4	2
O=C(NC(=S)N1CCOCC1)c1cc2ccccc2o1	0	2	1	-0.4	4	0	15	-10	0	2
c1ccc(-n2ncc3c(NCc4cccnc4)ncnc32)cc1	-4	12	4	0.4	2	11	18	0	1	-10
COc1ccc(-c2nn3c(-c4ccccc4)nnc3s2)cc1	0	13	-4	0.2	3	8	30	0	-11	-2
O=C(O)c1ccc(CSc2nnc(COc3ccccc3)o2)cc1	7	7	-2	1.7	-1	-18	-13	1	10	3
COc1cc(OC)c2ccc(=O)oc2c1C(CC(=O)N1CCOCC1)c1ccc2c(c1)OCO2 (configuration not stated)	-4	8	.	-0.7	1	7	-1	-4	0	-2
COc1ccc(C=C2CCC3C(=O)CCCC3(C)C2=O)cc1 (configuration not stated)	-11	0	.	-0.4	-2	10	.	6	.	.
COc1ccc(-n2c(SCC(=O)Nc3ccccc3C)nc(O)c(Cc3ccccc3)c2=O)cc1	-18	-3	5	-0.9	-4	13	2	-1	8	8
O=S(=O)(Cc1ccccc1Cl)NCCc1ccccc1	0	0	-2	-0.4	-5	-7	6	1	-11	-5
Cc1ccc(/C=C2\SC(=O)N(CCC(=O)N3CCN(C)CC3)C2=O)cc1	-13	1	3	-2.9	1	-6	12	-7	-12	-9
COCCCN(Cc1ccccn1)S(=O)(=O)Cc1ccccc1	?	5	-4	-0.4	5	-7	22	-1	0	-10
CNC(=O)C1CC(=O)N(c2ccc(OCC(=O)N3CCCC3)cc2)C1 (configuration not stated)	-10	-4	1	2.2	4	9	38	-7	14	-15
CCOc1ncccc1C(=O)Nc1cccc(-n2cnnn2)c1C	.	8	.	.	4	-4	.	.	2	-3
CCN(CC)S(=O)(=O)c1ccc(C(=O)Nc2nnc(COC)o2)cc1	-13	4	7	-2.0	7	13	26	-1	5	-6
O=C(CC1CCCCC1)NCCOc1ccccc1	3	1	0	-0.1	5	0	-3	-2	5	3
CN(CC1CCOCC1)C(=O)CC1C(=O)NCCN1Cc1ccc(Cl)c(F)c1 (configuration not stated)	-4	4	2	-1.0	-4	1	21	-6	13	0
N#Cc1cccnc1N1CCN(C(=O)c2ccco2)CC1	0	0	3	-0.2	-5	-15	18	2	-2	2
O=C(CCC(=O)c1ccc(Cl)cc1)NCc1ccccc1	-6	10	-6	-2.2	-3	-6	77	-2	-3	-18
CCN(CC)c1ccc(NC(=S)NC(=O)Cc2ccccc2)cc1	-9	-2	0	-1.7	2	-1	-7	-4	4	40
COc1ccc(NC(=O)CN2C(=O)COc3ccccc32)cc1OC	?	10	-3	4.7	6	10	8	-11	0	-17
Nc1c(C(=O)NC2CCCC2)sc2nc(-c3cccs3)ccc12	25	52*	3	18	-7	-6	18	14	8	-10
Fc1ccc(CNc2ccc(N3CCN(Cc4ccccc4)CC3)cc2)cc1	-49	-9	-1	-0.6	-1	12	-1	-5	-6	45
Clc1cccc(Nc2ncnc3ccc(Br)cc23)c1	5	6	1	-0.1	63*	9	24	2	-32	-35
CC(C)C(=O)c1cn(Cc2ccccc2C#N)c2ccccc12	-11	8	4	-0.8	1	16	-19	0	-2	-21
COc1ccc(-c2cn(-c3ccc(C)c(Cl)c3)c(=S)[nH]2)cc1OC	-49	2	9	-5.0	10	12	22	2	6	5
CC(=O)[C@H]1CC[C@H]2[C@@H]3C=CC4=CC(=O)CC[C@@]4(C)[C@@H]3CC[C@]12C	-1	3	.	-0.3	-8	0	.	6	-3	-14
COc1cc2c(cc1N/C=C(\C#N)c1nc(-c3ccccc3)cs1)oc1ccccc12	-3	-42	0	6.1	8	-7	3	0	9	-8
COc1ccccc1NCCC(=O)OCC(=O)Nc1cc([N+](=O)[O-])ccc1F	-1	18	.	0.1	-14	10	.	-3	-2	12
COc1ccccc1Cn1c(=S)[nH]c2cc(C(=O)N3CCN(c4ccccc4OC)CC3)ccc2c1=O	-4	4	0	-0.3	5	12	43	-2	4	-13
CCN(CC(=O)Nc1c(F)cccc1F)C(=O)c1ccc2c(c1)C(=O)N(c1ccccc1C)C2=O	11	-3	.	0.4	-7	-8	.	3	.	.
COc1ccc(NS(=O)(=O)c2cccc(NC(=O)COc3ccccc3[N+](=O)[O-])c2)cc1	-9	6	.	0.1	3	23	.	-1	5	-12

Limited to CCHF vOTU inh (two entries from above):
SMILES	CCHF vOTU inh
COc1ccc(-c2cn(-c3ccc(C)c(Cl)c3)c(=S)[nH]2)cc1OC	12
Fc1ccc(CNc2ccc(N3CCN(Cc4ccccc4)CC3)cc2)cc1	12

Other entries:
SMILES	BoNT-F LC inh	MazEF act	3CLpro inhibitor	BoNT-A LC inh2	PrPC surface inh	CCHF vOTU inh	VHR inh abs	Anthrax LF prot	Rv3671c protease	PriA SSB inh
O=C(O)c1cccc(NS(=O)(=O)c2cccc3nsnc23)c1	10	1	-2	7.3	-14	-7	21	-11	4	-8
Nc1c(C(=O)O)sc2nc3c(cc12)CCCC3	10	12	0	1.6	-5	6	25	?	5	-12
Cc1ccc(C(C)C)c(OCC(=O)OCc2c(C)noc2C)c1	8	-2	-3	2.8	5	12	38	-4	1	-44
CN(C)/C=C(\C(=O)c1cccc(Cl)c1)c1nnnn1-c1ccccc1	-10	4	1	-1.1	4	-4	0	-7	2	-5
O=C(CSc1nnc(-c2ccc(F)cc2)o1)NC1CCCCC1	-2	8	-6	-0.4	-1	8	0	-2	-1	-11
CN(C)c1nc(OCCOC(=O)Nc2ccc(Cl)cc2Cl)nc(N(C)C)n1	0	-7	4	-0.5	.	.	5	-1	0	-9
O=C(CCN1CCN(CCO)CC1)Nc1ccccc1	?	6	3	0.3	-11	-12	11	-2	0	10
O=C(NCC(=O)N1CCN(S(=O)(=O)c2cccs2)CC1)c1ccc(Cl)cc1	0	5	2	-0.2	-1	6	18	-3	7	-18
Cn1c2ccccc2c2ncn(Cc3ccc(F)cc3)c(=O)c21	?	-2	-4	?	4	-6	6	11	-3	-8
CCCCNC(=O)C1CC(c2ccccc2[N+](=O)[O-])=NO1 (configuration not stated)	-5	5	0	0.2	-7	-11	13	-4	-2	4
N#CC(=C=[N-])C1=C(C#N)C(c2ccccc2F)C([n+]2ccccc2)C(O)(C2CC2)N1 (configuration not stated)	-6	5	1	0.5	63*	-11	10	-3	-1	-8
O=C(NCc1ccc(Cl)cc1)C1CCN(C(=O)c2ccco2)CC1	2	3	-1	0.5	-10	-4	-17	0	1	-11
COc1cc(F)c(C(=O)NC(C)(C)CO)cc1OC	-1	3	.	0.1	-2	-5	.	-5	-2	-4
O=c1cccc2n1CC1CC2CN(Cc2ccc3c(c2)OCO3)C1 (configuration not stated)	28	-3	-2	?	-6	-16	32	6	-18	-1
O=C(C1=C(O)C(=O)N(CC2CCCO2)C1c1ccccc1Cl)c1ccco1 (configuration not stated)	-35	-27	4	-0.2	9	9	-8	8	8	-1
O=C(CN1C(=O)NC2(CCCCC2)C1=O)Nc1ccc(S(=O)(=O)N2CCOCC2)cc1	-1	6	-1	-0.3	1	3	-10	-7	3	-8
N#CCP(=S)(c1ccccc1)c1ccccc1	-6	12	5	0.0	6	2	7	2	-10	-12
COc1ccccc1N(CC(=O)N/N=C/c1ccc(SC)cc1)S(C)(=O)=O	-4	-1	2	-0.3	-1	6	-5	-4	-12	.
CC(C)N(C)Cc1nnnn1CC(=O)N(C)Cc1ccc(F)cc1	-20	-8	2	-0.2	-3	-8	71	4	-3	-3
COC(=O)C(Cc1cnc(Cl)s1)(C(=O)OC)c1ccc([N+](=O)[O-])cc1[N+](=O)[O-]	-54	-2	0	-0.9	-8	2	-23	-5	2	22
Cc1ccc(S(=O)(=O)N2CCCC2)cc1C(=O)N1CCN(Cc2ccccc2)CC1	5	8	-2	0.3	6	16	15	-1	-6	-11
Cc1ccccc1NC(=O)c1cc2ccccn2n1	-1	5	0	-0.2	-3	-10	-36	-8	-1	-9
CC(=O)C1C(c2ccc(F)cc2)C2C(C)=NN=C2CC1(C)O (configuration not stated)	-8	6	-1	-0.5	-5	3	5	-2	-6	0
Nc1ccc2c(c1)OC1(CCCC1)O2	-15	-9	-9	3.0	-3	-10	17	3	-5	10
Cc1nnc(SCC(=O)NC(C)(C)C)n1CCc1ccccc1	-3	-9	2	0.1	-4	13	22	1	14	-2

Screening data: PubChem, several laboratories

These rows are one share of the data (hit frequency here may not be typical).
